ARFGAP1 inh: rat ARFGAP1 inhibition. 0.26% of 360,000 active. inhibition, % at 16.5 µM. Q62848. AID 651572. Arfgap1-stimulated ARF1 GTP hydrolysis, GDP FP detection;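 active = inhibition above a per-plate limit, mean inhibition of low control wells plus 3 SD, cut at about 25% in these data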;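 also: 0% = DMSO wells with enzyme and 100% = wells lacking Arfgap1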
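Repeats: one replicate per compound; assay system: rat Arfgap1 catalytic domain, aa 1-136; times: enzyme reaction 120 min at 25 °C after 20 min preincubation; detection: FP of antibody-bound GDP Alexa 633 tracer, ex 620/em 688 nm; benchmarks: high control wells lacking Arfgap1, low control full reaction with DMSO; reagent: human ARF1(Δ1-17)-GTP substrate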
MBD2 inh: MBD2-methylated oligo binding inhibition. Q9UBB5. TR-FRET, MBD2 binding to methylated oligonucleotide. inhibition, % at 4.4 µM. 0.31% of 370,000 active; in the data active = inhibition above about 13%
Tn7 DDE FP: disrupts Tn7 cyclic peptide binding to fibrin D-Dimer-E complex. inhibition, % at 8.3 µM. P02675. 0.13% of 370,000 active. FP displacement of FITC-Tn7 peptide from fibrin DD(E); 0% = median of compound wells per plate;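 active = inhibition above the mean of compounds falling within the control limits plus 3 SD of them, cut at about 14% in these data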;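 also: 0% = plate median of compound wells and 100% = 10 µM Aha-Tn7 peptide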
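Assay system: human fibrin DD(E). Input: DD(E) 2 µM final. Medium: Tris buffer with calcium and detergent, pH 7.8. Compound dosing: single point at 8.3 µM. Timing: 10 min plus 3 h, room temperature. Technique: fluorescence polarization of the labelled Tn7 tracer. Read-out: percent inhibition. Replicates: singlicate testing.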
UHRF1 MBD2 ctr: UHRF1 methyl-DNA binding inhibition; Q96T88; UHRF1 binding to methylated oligo, TR-FRET; inhibition, % at 4.4 µM; 0.75% of 370,000 active; in the data active = inhibition above about 21%;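 also: UHRF1 SRA domain binding a hemimethylated CpG hairpin DNA probe; 0% = median of test compound wells and 100% = reference inhibitor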
KLK7 zymogen act: activators of human kallikrein-7 zymogen | P49862 | purified proKLK7, EDANS-DABCYL substrate fluorescence; 100% is mature enzyme control, 0% vehicle | activation, % at 7 µM | 0.9% of 370,000 active | AID 652039;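 active = activation above the mean of all tested compounds plus 3 SD, computed per campaign excluding outliers beyond control limits, cut at about 13% in these data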
PLCg1 inh: PLC-gamma1 (human) inhibition, primary screen. P19174. inhibition, % at 12.2 µM. AID 720700. purified PLC-gamma1, fluorogenic substrate, fluorescence. 0.84% of 370,000 active; in the data active = inhibition above about 9.5%
ASAP1 inh: inhibitors of human ASAP1 ArfGAP activity; Q9ULH1; ASAP1-stimulated ARF1 GTP hydrolysis, GDP FP detection; inhibition, % at 16.5 µM; 0.19% of 360,000 active; in the data active = inhibition above about 25%;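 also: 0% = vehicle with enzyme and substrate and 100% = no enzyme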
Target sequence (Q9ULH1 325-724 limits assumed): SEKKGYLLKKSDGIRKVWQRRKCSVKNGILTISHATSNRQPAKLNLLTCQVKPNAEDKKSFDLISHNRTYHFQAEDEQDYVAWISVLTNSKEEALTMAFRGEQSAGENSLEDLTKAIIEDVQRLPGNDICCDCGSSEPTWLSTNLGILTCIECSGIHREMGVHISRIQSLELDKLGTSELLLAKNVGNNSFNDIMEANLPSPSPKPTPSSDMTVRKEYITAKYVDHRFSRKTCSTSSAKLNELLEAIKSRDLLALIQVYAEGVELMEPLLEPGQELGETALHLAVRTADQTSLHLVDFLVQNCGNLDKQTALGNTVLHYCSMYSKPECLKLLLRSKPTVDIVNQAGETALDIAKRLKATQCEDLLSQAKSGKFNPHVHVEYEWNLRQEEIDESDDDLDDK
ADAM17 inh: inhibits human ADAM17. recombinant ADAM17, EDANS/DABCYL FRET peptide cleavage. inhibition, % at 6.95 µM. 0.83% of 370,000 active. P78536;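 active = inhibition above the mean of compounds lying between control limits plus 3 SD, set per campaign, cut at about 8.5% in these data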;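 also: 0% = DMSO-only wells as the low control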
Target sequence (P78536 215-824 limits assumed): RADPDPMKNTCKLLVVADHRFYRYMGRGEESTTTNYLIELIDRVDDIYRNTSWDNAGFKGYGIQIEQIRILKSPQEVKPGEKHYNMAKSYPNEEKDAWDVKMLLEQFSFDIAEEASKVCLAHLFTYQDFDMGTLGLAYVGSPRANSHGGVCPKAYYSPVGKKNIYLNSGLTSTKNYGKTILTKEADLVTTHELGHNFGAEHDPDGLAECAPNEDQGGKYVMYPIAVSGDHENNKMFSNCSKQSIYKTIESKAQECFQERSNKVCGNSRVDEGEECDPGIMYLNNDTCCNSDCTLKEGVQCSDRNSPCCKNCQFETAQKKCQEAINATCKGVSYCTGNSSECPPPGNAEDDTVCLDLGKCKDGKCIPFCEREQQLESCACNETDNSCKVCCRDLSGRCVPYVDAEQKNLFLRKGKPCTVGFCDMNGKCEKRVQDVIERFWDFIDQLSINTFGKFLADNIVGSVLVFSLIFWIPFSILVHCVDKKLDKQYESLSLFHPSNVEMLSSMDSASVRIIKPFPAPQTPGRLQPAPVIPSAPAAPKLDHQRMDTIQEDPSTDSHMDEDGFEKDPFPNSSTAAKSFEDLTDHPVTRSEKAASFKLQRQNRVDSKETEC
DDE Tn6 FP inh: disrupts Tn6 cyclic peptide binding to fibrin D-Dimer-E complex; P02675; Fibrin DD(E) TRITC-Tn6 fluorescence polarization displacement; inhibition, % at 8.3 µM; 0.21% of 370,000 active;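 active = inhibition above a per-campaign cutoff: mean of compounds within control limits plus 3 SD, cut at about 15% in these data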;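 also: 0% = median of all compound wells on the plate and 100% = blocking peptide control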
PLC-beta3 inh: PLC-beta3 (human) inhibition, primary screen; Q01970; Purified PLC-beta3, fluorogenic substrate, fluorescence; inhibition, % at 12.2 µM; 0.18% of 370,000 active; AID 720704; in the data active = inhibition above about 11%;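 also: 0% = median of compound wells on plate and 100% = full blocker control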
Numbers without * were called inactive; i = inactive.

entry	molecule	ARFGAP1 inh	MBD2 inh	Tn7 DDE FP	UHRF1 MBD2 ctr	KLK7 zymogen act
1	COCc1nc(-c2ccc(-c3ccc(OC)cc3)nc2OC)no1	-7	0	1	-3	-11
2	COc1ccc2ccccc2c1/C=N/NC(=O)c1cccc([N+](=O)[O-])c1	-4	4	0	1	-0.1
3	Cc1nnc(NC(=O)CSc2nnc(CC(=O)Nc3ccccc3C)n2C)s1	1	5	2	1	-0.7
4	CCOC(=O)N1CCC(N2C(=O)c3ccccc3C2Nc2ccc(S(=O)(=O)N(CC)CC)cc2)CC1 (configuration not stated)	-5	-3	-8	-4	0.3
5	O=C(NCCCl)Nc1ccc(Cl)c([N+](=O)[O-])c1	5	3	-2	-1	0.2
6	CC(=O)Oc1ccc(C(=O)Nc2ccc3c(c2)C(=O)N(CCC(=O)O)C3=O)cc1	-3	0	-4	0	-261
7	CCCNC(=O)c1ccc(SCC(=O)N(CC)CC)c([N+](=O)[O-])c1	-5	-2	-5	-1	0.9
8	Cc1ccc(-n2c(CCc3ccccc3)nnc2SCC(=O)NCc2ccccc2)cc1C	-14	-1	-3	0	-0.6
9	Cc1sccc1/C=N/NC(=O)c1ccco1	-3	-4	5	-1	0.6
10	CCC(=O)N=c1sc2c(OC)ccc(OC)c2n1C	4	5	1	-2	0.1
11	O=C(NCc1cccnc1)c1ccc(NS(=O)(=O)c2ccc(F)cc2)cc1	-10	0	-5	3	-0.1
12	O=C(Nc1nccs1)c1cc(S(=O)(=O)N2CCCCC2)ccc1Cl	0	-9	6	-1	-0.6

entry	PLCg1 inh	ASAP1 inh	ADAM17 inh	DDE Tn6 FP inh	PLC-beta3 inh
1	-176	3	i	9	-238
2	0	20	-3	0	-3
3	1	8	-2	3	-3
4	0	17	1	-2	0
5	3	15	-2	1	2
6	-345	-4	-212	-5	-483
7	2	-2	3	10	4
8	2	-4	2	-2	0
9	2	-10	2	8	0
10	-2	-4	-6	3	-3
11	6	8	2	2	-1
12	4	19	0	-3	2

Quoted from the listing:
Under ADAM17 inh, CCOC(=O)N1CCC(N2C(=O)c3ccccc3C2Nc2ccc(S(=O)(=O)N(CC)CC)cc2)CC1 (configuration not stated) has 1
Under MBD2 inh, CCC(=O)N=c1sc2c(OC)ccc(OC)c2n1C has 5
Under ASAP1 inh, CC(=O)Oc1ccc(C(=O)Nc2ccc3c(c2)C(=O)N(CCC(=O)O)C3=O)cc1 has -4
Under UHRF1 MBD2 ctr, Cc1nnc(NC(=O)CSc2nnc(CC(=O)Nc3ccccc3C)n2C)s1 has 1
Under ARFGAP1 inh, Cc1sccc1/C=N/NC(=O)c1ccco1 has -3

Continued.
entry	molecule	ARFGAP1 inh	MBD2 inh	Tn7 DDE FP	UHRF1 MBD2 ctr	KLK7 zymogen act
13	Cc1nc2cc(NS(=O)(=O)c3ccccc3F)ccc2s1	-16	6	5	2	-0.5
14	O=C(NCc1ccccn1)c1cc(-c2ccccc2Cl)on1	-10	-3	2	-2	-0.1
15	COc1ccc(CC(=O)NC(=S)NNC(=O)COc2c(C)cccc2C)cc1	-5	1	1	2	-0.2
16	COc1ccc(/C=N/NC(=O)c2c([N+](=O)[O-])c(C)nn2C)cc1	-2	-5	2	-3	0.5
17	Cc1c(N=Cc2c(O)n(C3CCCCC3)c(=O)[nH]c2=O)c(=O)n(-c2ccccc2)n1C	12	-3	-3	0	-0.1
18	Cc1cc2c(cc1C)N(Cc1ccccc1)C1=NCCCN12	2	-6	-6	-2	0.1
19	CCc1ccc([C@H]2C(C(=O)O)=C[C@@H](CC3CCCC3)N2S(=O)(=O)c2ccc(C)cc2)cc1	-12	5	3	7	-0.3
20	COc1ccccc1N(C)S(=O)(=O)c1ccc(C(=O)NCC2CCCCC2)cc1	1	0	10	-2	0.0
21	O=C(CSc1nc2ccccc2c(=O)n1NC(=O)c1ccccc1)c1ccccc1	-3	-2	-2	-2	0.0
22	CCn1c(Cc2ccccc2)nnc1SCC(=O)Nc1ccc(N)cc1	-12	5	-1	-2	-0.5
23	CCCc1cc(-n2ccnc2)n2c(nc3ccccc32)c1C#N	14	2	-10	1	3.2
24	CC(C)(C)C(=O)Nc1ccccc1C(=O)Nc1ccccn1	-10	1	-1	1	0.1

entry	PLCg1 inh	ASAP1 inh	ADAM17 inh	DDE Tn6 FP inh	PLC-beta3 inh
13	0	10	-2	-3	-11
14	-2	11	-3	1	0
15	-3	5	-3	13	-5
16	2	-5	1	-3	4
17	3	2	3	6	2
18	6	0	0	6	-4
19	-5	-6	1	-1	-8
20	1	-2	-1	-1	-10
21	-1	6	1	-2	-4
22	-1	-9	-1	-2	1
23	-289	4	-43	-6	-347
24	-2	0	-2	2	-5

Additional entries:
entry	molecule	ARFGAP1 inh	MBD2 inh	Tn7 DDE FP	UHRF1 MBD2 ctr	KLK7 zymogen act
25	COc1ccc(OC)c(C(=O)c2ccc(C(=O)Nc3ccc(NC(C)=O)cc3)cc2)c1	11	-3	-9	3	-0.6
26	Cn1sccc1=O	5	4	4	2	0.1
27	Cc1[nH]n(-c2ccc(F)cc2)c(=O)c1/C=N/c1sc2c(c1C#N)CCCC2	-3	-2	2	-9	0.2
28	c1ccc(Cc2nn3c(C4COc5ccccc5O4)nnc3s2)cc1 (configuration not stated)	-4	0	6	-4	0.1
29	CCCCc1c(-c2ccccc2OC)ncn1CCc1ccc(OC)cc1	1	-2	-4	-1	-0.4
30	O=C(CCN1CCOCC1)Nc1ccc2c(c1)N(C(=O)CN1CCOCC1)c1ccccc1CC2	5	1	4	0	-0.3
31	CC1Cc2nc(SCC(=O)OCc3ccccc3)n(C)c(=O)c2S1 (configuration not stated)	-2	-6	4	0	-0.7
32	COc1cc(OC)cc(-c2c(-c3ccc(F)cc3)c3cc(-c4ccc5c(c4)OCCO5)ccc3n2C)c1	2	1	-1	-3	-0.2
33	COc1ccc(-c2csc(Nc3ccc(S(N)(=O)=O)cc3)n2)cc1OC	15	-2	3	-6	-8.7
34	CCOC(=O)N1CCN(C(=O)c2ccc3[nH]c(C)c(C)c3c2)CC1	-8	0	0	0	-0.8
35	Nc1cc(S(=O)(=O)N2CCOCC2)ccc1N1CCCCC1	7	2	3	-7	0.0
36	CCC(=O)Nc1ccc(NC(=S)NC(=O)/C=C/c2ccco2)cc1	-8	1	-2	-1	0.4

entry	PLCg1 inh	ASAP1 inh	ADAM17 inh	DDE Tn6 FP inh	PLC-beta3 inh
25	5	0	6	-3	-3
26	-1	-6	-8	-1	1
27	0	-2	0	-5	-3
28	-2	7	-1	3	-2
29	-1	11	1	-1	3
30	-3	-13	-4	1	-2
31	-1	1	0	3	0
32	-3	3	-7	53*	-14
33	-173	14	-6	4	-221
34	-13	-10	-4	-2	-13
35	-5	1	-6	3	-15
36	-2	4	1	-1	-8

Full records from above. Values in the order: ARFGAP1 inh, MBD2 inh, Tn7 DDE FP, UHRF1 MBD2 ctr, KLK7 zymogen act, PLCg1 inh, ASAP1 inh, ADAM17 inh, DDE Tn6 FP inh, PLC-beta3 inh
`CCn1c(Cc2ccccc2)nnc1SCC(=O)Nc1ccc(N)cc1` is entered as -12, 5, -1, -2, -0.5, -1, -9, -1, -2, 1
`COc1ccc(/C=N/NC(=O)c2c([N+](=O)[O-])c(C)nn2C)cc1` is entered as -2, -5, 2, -3, 0.5, 2, -5, 1, -3, 4

Some entries already given with just PLC-beta3 inh and ADAM17 inh.
No. | smiles | PLC-beta3 inh | ADAM17 inh
22 | CCn1c(Cc2ccccc2)nnc1SCC(=O)Nc1ccc(N)cc1 | 1 | -1
23 | CCCc1cc(-n2ccnc2)n2c(nc3ccccc32)c1C#N | -347 | -43
24 | CC(C)(C)C(=O)Nc1ccccc1C(=O)Nc1ccccn1 | -5 | -2
25 | COc1ccc(OC)c(C(=O)c2ccc(C(=O)Nc3ccc(NC(C)=O)cc3)cc2)c1 | -3 | 6
26 | Cn1sccc1=O | 1 | -8

Next section:
entry	molecule	ARFGAP1 inh	MBD2 inh	Tn7 DDE FP	UHRF1 MBD2 ctr	KLK7 zymogen act
37	O=[N+]([O-])c1cc([N+](=O)[O-])c(Oc2cncc(Cl)c2)cc1NN1CCCCC1	-2	-3	3	3	-0.3
38	Cn1c(C(=O)N2CCCC(C(=O)NCCCc3ccccc3)C2)cc2sccc21 (configuration not stated)	7	11	6	3	0.4
39	CSc1ncnc2c1ncn2CC(=O)C1CCC2C3CCC4=CC(=O)CCC4(C)C3CCC12C (configuration not stated)	7	-1	-3	2	-0.2
40	CCCN(Cc1ccccc1)C(=O)Nc1ccc2c(c1)nnn2C	-13	5	7	1	0.4
41	CCOc1ccccc1-n1c(SCC(=O)N2CCCC2)nnc1-c1ccc(O)cc1	15	2	5	-3	-0.2
42	CCOc1ccc(/C=N/NC(=O)c2cccc3ccccc23)c(OCC)c1	-7	-3	-5	-1	-0.1
43	CCCCOC(=O)c1ccc(N/C(=N\S(=O)(=O)c2ccccc2)c2ccccc2)cc1	0	2	-3	-1	0.5
44	COc1ccc(OC)c(Nc2nc(-c3sc(N)nc3C)cs2)c1	-9	-3	-5	-1	0.1
45	CCc1nc2ccc(C(=O)NC3CCN(Cc4ccccc4)CC3)cn2c1N(C)Cc1cc2ccccc2s1	7	-1	-7	0	0.0
46	CCOC(=O)c1c(C)[nH]c(C(=O)COC(=O)c2ccccn2)c1C	3	-2	-4	6	-1.0
47	CCOc1ccc(-n2ccc(=O)c(C(=O)O)n2)cc1	9	-1	5	1	1.3
48	COc1ccc(CNC(=O)CCCn2nc(C)c([N+](=O)[O-])c2C)cc1	0	-1	-11	4	-0.8

entry	PLCg1 inh	ASAP1 inh	ADAM17 inh	DDE Tn6 FP inh	PLC-beta3 inh
37	1	16	1	5	7
38	-1	-7	-4	0	-2
39	1	10	0	-2	6
40	-33	-3	-22	1	-70
41	4	3	-2	-1	4
42	-6	18	-6	8	-17
43	3	-6	1	-7	1
44	-4	12	0	-1	-9
45	-2	19	5	-8	-13
46	4	15	4	2	-3
47	-26	5	-5	-3	-41
48	3	-2	-3	-2	4

Continuation.
entry	molecule	ARFGAP1 inh	MBD2 inh	Tn7 DDE FP	UHRF1 MBD2 ctr	KLK7 zymogen act
49	C/C(=N\NC(=O)c1cccc(S(=O)(=O)N2CCCC2)c1)c1ccccc1F	10	1	2	-3	-0.3
50	Cc1nnc(SC(C)C(=O)c2c[nH]c3ccccc23)n1C1CC1 (configuration not stated)	-4	-3	9	-2	1.1
51	Nc1cc(SCc2ccc([N+](=O)[O-])cc2)ncn1	-3	5	6	2	0.2
52	O=c1[nH]ncc2c3ccccc3n(Cc3ccccc3)c12	7	11	5	1	-0.5
53	O=C(N/N=C/c1ccccc1C(=O)O)C(=O)N1CCCCC1	-13	5	-2	3	0.1
54	CCOC(=O)CNC(=O)c1cccs1	4	0	1	-2	0.2

entry	PLCg1 inh	ASAP1 inh	ADAM17 inh	DDE Tn6 FP inh	PLC-beta3 inh
49	5	3	-2	-7	-2
50	-2	-3	-3	4	1
51	4	-7	-7	-1	-1
52	-2	4	-3	1	-1
53	-4	10	-5	-3	-4
54	-3	-17	-2	2	-3

Screening results: PubChem, The Scripps Research Institute Molecular Screening Center
